Compound activity: PubChem BioAssay, National Center for Advancing Translational Sciences (NCATS)
KCNH2 WT inh – blocks the wildtype human KCNH2 potassium channel; 340,000 tested, 0.37% active; activity change, % at 1.84 µM; AID 720551; U2OS, BacMam KCNH2, thallium flux FluxOr; hits give low values; Q12809;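 active = maximum activity change below -70%; inconclusive = maximum activity change between -70% and -50%; inactive = maximum activity change above -50%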; also: % is scaled to controls: 0 for no effect and ±100 for the full control effect
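U2OS cells transduced with wild-type KCNH2 virus are loaded with FluxOr dye for 45 min, and thallium flux is measured in kinetic reads before and after stimulation buffer. Rate constants are normalized to DMSO controls.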
TCR act – T cell receptor activation. primary human leukocytes, anti-CD3, IL-2 HTRF, 48 h. Potency, µM (highest dose often 9.22 µM), for the others: top-dose activation of IL-2 secretion, actives largely listed as activators. 330,000 tested, under 10 active; also: % of control where 0% means no effect
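Primary human leukocytes incubated 48 hr with anti-CD3 beads plus compound, without co-stimulation. Secreted IL-2 measured by HTRF (europium cryptate/d2 anti-IL-2 pair, 320 nm excitation, 665 nm emission).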
A-T KAP1 phos – potential ataxia-telangiectasia treatment | […] A-T fibroblasts, KAP-1 phosphorylation AlphaLISA; neocarzinostatin DNA damage 30 min before lysis | Potency, µM (highest dose often 57.5 µM), for the others: top-dose activation, hits mostly activators | 320,000 tested, 0.19% active | AID 485349; also: potency is read from the fitted curve at half-maximal effect; % of control where 0% means no effect; nearly all actives have a fitted effect of over 45% in size
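hTERT-immortalized A-T patient fibroblasts ([…]), 500 cells/well in OPTI-MEM, 1% FBS, got compounds for 60 min, then NCS for 30 min at 37C. Lysates were then assayed for phospho-KAP-1 by AlphaLISA (anti-pKAP1 donor, anti-KAP1 acceptor beads), 6 hr at 25C.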
Mito fusion act – mitochondrial division inhibition or fusion activation | S. cerevisiae fusion-defective mutant growth rescue, CellTiterGlo 48 h | Potency, µM (series often up to 46.1 µM), without a hit: at the highest dose growth rescue (activation), hits mostly activators | 320,000 tested, 0.23% active;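 also: potency is read from the fitted curve at half-maximal effect; % of control where 0% means no effect; nearly all actives have a fitted effect of over 45% in size; temperature-sensitive fusion mutants such as fzo1-1 at 37 °C on non-fermentable ethanol glycerol medium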
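Yeast fusion mutant, YPEG (non-fermentable carbon), compound, 48 h at 37C non-permissive; CellTiterGlo added, 10 min RT, luminescence read. Rescued growth = division inhibition.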
KCNH2 3.1 inh – inhibitors of human KCNH2 3.1 potassium channel isoform. activity change, % (tested at about 1.8 µM). 340,000 tested, 0.95% active. AID 720553. U2OS KCNH2 3.1, thallium flux FluxOr; hits give low values;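 active = maximum activity change below -70%; inconclusive = maximum activity change from -70% to -50%; inactive = maximum activity change above -50%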;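 also: thallium influx rate constant from kinetic fluorescence after stimulation buffer; % is scaled to controls: 0 for no effect and ±100 for the full control effect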
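Measured as rate of thallium-driven FluxOr signal in transduced U2OS cells carrying the 3.1 channel, read kinetically for 2 min upon stimulation; values are rate constants scaled to DMSO control wells.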
Eya2 inh – inhibitors of human Eya2 phosphatase activity | O00167 | AID 488837 | 330,000 tested, 0.006% active | recombinant Eya2, OMFP fluorescence dephosphorylation (OMFP is methylfluorescein phosphate) | Potency, µM (series often up to 76.9 µM), without a hit: at the highest dose activity, negative = inhibition, most hits filed as inhibitors; also: potency is read from the fitted curve at half-maximal effect; % is scaled to controls: 0 for no effect and ±100 for the full control effect
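Eya2 protein (added as 0.2 uM solution) was preincubated with compound for 10 min at ambient temperature in 50 mM HEPES pH 7.5, 50 mM NaCl, 5 uM MgCl2, 0.05% BSA, 1 mM DTT. OMFP (added at 50 uM) then reacted 10 min; fluorescence read at 485/525 nm.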
ELG1 repair inh – inhibitors of ELG1-dependent DNA repair in HEK293T cells; HEK293T ELG1-luciferase reporter, luminescence, 16 h; DNA damage induced by 5-fluorouridine; Potency, µM (doses to about 46.1 µM), inactives show at the highest dose activity change, negative = inhibition, actives largely listed as inhibitors; 330,000 tested, 2.3% active; AID 504467; also: potency is read from the fitted curve at half-maximal effect; % is scaled to controls: 0 for no effect and ±100 for the full control effect; nearly all actives have a fitted effect of over 55% in size
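DMSO vehicle served as the neutral condition. Each well held 2,000 cells given 5-fluorouridine plus compound; after 16 hr at 37 °C/5% CO2, ONE-Glo was added and luciferase measured 30 min later.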
TSHR antag – human thyrotropin receptor antagonism; P16473; TSHR-expressing cells, TSH-stimulated cAMP HTRF, 2 h; hits give low values; activity change, negative = inhibition, % at 11.5 µM; 330,000 tested, 0.2% active; AID 504810;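 active = activity change below a set negative limit, meaning inhibition stronger than a set level, cut at about -70% in these data; inconclusive = activity change between two set negative limits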; also: % is scaled to controls: 0 for no effect and ±100 for the full control effect
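Antagonism was scored as loss of TSH-driven cAMP in TSHR cells, stimulated with 4nM TSH (EC80) for 2 hours at 37 deg C and detected by homogeneous HTRF competition immunoassay.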
USP2a block – blocks human ubiquitin-specific protease USP2a; O75604; USP2 core, Ub-CHOP2 coupled fluorogenic reporter, 485/531; Potency, µM (highest dose often 38.3 µM), for the others: at the highest dose activity change, negative = inhibition, hits mostly inhibitors; 330,000 tested, 0.01% active;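 also: potency is read from the fitted curve at half-maximal effect; plate controls were DMSO wells for no effect and full inhibition by NEM control for full effect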
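Deubiquitinase activity read as fluorescence (485/531 nm) after Ub-CHOP2 cleavage activates the enterokinase reporter on its substrate; USP2 core 10nM, Ub-CHOP2 and substrate 25nM each, 30min compound preincubation then 60min RT; data normalized to NEM, curves fitted.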
TRPV1 ag – agonists of human vanilloid receptor 1 (TRPV1). TRPV1-expressing cells, Fluo-8 calcium influx, agonist mode. AID 540275. activation, % at 8.33 µM. 320,000 tested, 0.19% active; in the data active = activation above about 80%; inconclusive = between about 30% and that limit; also: 0% is about no effect
Target sequence (Q8NER1 whole entry, looked up): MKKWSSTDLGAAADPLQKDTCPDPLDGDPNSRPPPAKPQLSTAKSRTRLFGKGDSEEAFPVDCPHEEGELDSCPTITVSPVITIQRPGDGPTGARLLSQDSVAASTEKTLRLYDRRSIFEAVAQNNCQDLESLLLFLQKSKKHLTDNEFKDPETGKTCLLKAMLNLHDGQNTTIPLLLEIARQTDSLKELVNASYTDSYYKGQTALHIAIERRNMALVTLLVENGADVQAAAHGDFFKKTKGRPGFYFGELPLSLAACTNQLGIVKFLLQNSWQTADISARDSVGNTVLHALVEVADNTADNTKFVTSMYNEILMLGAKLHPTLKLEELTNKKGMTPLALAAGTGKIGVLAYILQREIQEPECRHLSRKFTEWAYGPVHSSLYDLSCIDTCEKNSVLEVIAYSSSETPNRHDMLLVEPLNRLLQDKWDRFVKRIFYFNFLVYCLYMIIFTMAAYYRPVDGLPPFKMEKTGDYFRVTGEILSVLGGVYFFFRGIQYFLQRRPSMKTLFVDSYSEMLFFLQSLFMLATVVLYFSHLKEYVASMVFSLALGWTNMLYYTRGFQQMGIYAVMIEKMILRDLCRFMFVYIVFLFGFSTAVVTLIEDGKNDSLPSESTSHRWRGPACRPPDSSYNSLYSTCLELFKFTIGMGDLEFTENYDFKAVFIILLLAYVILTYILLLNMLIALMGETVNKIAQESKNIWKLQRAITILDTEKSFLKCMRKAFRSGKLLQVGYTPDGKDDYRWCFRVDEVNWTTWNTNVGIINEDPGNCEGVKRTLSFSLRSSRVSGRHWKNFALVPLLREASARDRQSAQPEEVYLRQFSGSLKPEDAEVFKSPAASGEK
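Cells expressing TRPV1 were dye-loaded with Fluo-8 and read kinetically: 10 s baseline, 3 min after compound (agonist portion), then 2 min after EC20 capsaicin (allosteric enhancer portion). Calcium-bound dye fluorescence at 480/520 nm.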
* = called active by the depositor; ? = inconclusive; / = not tested or not shown; [ ] = another dose, or the depositor's remark. Unless noted, calls follow the shape of the dose curve; as a rule, active = well fitted curve in the direction sought with a large enough effect; inconclusive = small, poorly fitted or top-dose-only effect, or another doubt; inactive = no such curve, though single readings can be large; an effect the other way counts as inactive or inconclusive. This is a subset; rates above refer to the full screens.

SMILES	KCNH2 WT inh	TCR act	A-T KAP1 phos	Mito fusion act	KCNH2 3.1 inh	Eya2 inh	ELG1 repair inh	TSHR antag	USP2a block	TRPV1 ag
CN1CCN(c2nc3c(c(=O)[nH]c(=O)n3C)n2Cc2ccccc2F)CC1	-5	-5%	4%	1%	2	-7%	9%	11	0%	4
Cc1ccc(CNCC(O)(c2ccccc2)c2ccc(F)cc2)cc1 (stereo not drawn)	-5	2%	24%	-6%	-7	-21%	9%	-29	1%	-3
COc1ccccc1CCNC(=O)c1ccc(OC)c(OC2CCN(C(C)C)CC2)c1	19	1%	9%	0%	/	-15%	2%	18	0%	-1
COc1ccc(CN(C)CC(=O)Nc2cc3oc4ccccc4c3cc2OC)c(OC)c1	-14	-4%[46.1 µM]	2%	?	-46	6%	?	12	3%	7
O=C1C(=O)N(CCN2CCOCC2)C(c2ccccc2)/C1=C(\O)c1ccc2c(c1)OCCO2 (stereo not drawn)	-2	-7%	4%	-1%	5	-7%	12%	24	2%	1
N=c1c(C(=O)NCC2CCCO2)cc2c(=O)n3ccccc3nc2n1C1CCCCC1 (stereo not drawn)	-8	-2%	5%	12%	-16	4%	6%	-25	1%	-7
CC(=O)C1=C(O)C(=O)N(Cc2ccco2)C1c1ccccc1F (stereo not drawn)	3	1%	-4%	/	2	16%	3%	4	1%	-8
CC(=O)N1C(C(=O)O)Cc2c([nH]c3ccccc23)C1(C)C (stereo not drawn)	-21	-19%	8%	2%	1	-5%	-3%	-4	3%	-1
O=C(Nc1nc2ccccc2[nH]1)C1CC1	1	/	1%	2%	15	-19%	18%	-9	0%	1
O=C(Cc1ccccc1)NCc1ccc(F)cc1	5	-1%[46.1 µM]	-5%	1%	-5	-1%	?	10	0%	23
O=C(Nc1c2c(nn1-c1cccc(Cl)c1)CS(=O)(=O)C2)C1CC1	27	-24%	3%	-2%	/	6%	15%	-6	-2%	-1
CCCCN(CCCC)CCNC(=O)c1cn(CC)c2ccc(S(=O)(=O)N3CCCC3)cc2c1=O	21	5%	-1%	-2%	1	-17%	2%	5	1%	?
O=S(=O)(Nc1cccc(CCc2ccccn2)c1)c1ccc(Cl)cc1	-2	-2%	1%	?	-8	-3%	?	-5	4%	-1
Nc1c(C(=O)NCCN2CCOCC2)c2nc3ccccc3nc2n1-c1cccc(F)c1	1	0%	27%	-2%	0	-5%[15.4 µM]	?	-6	3%	23
O=C1CCCC/C=C\C[C@H](CC(=O)N(CCO)Cc2ccccc2)C(=O)N2CCC[C@@H]2CO1	/	10%	3%	/	/	4%	8%	-9	9%	/
CCN(CC)S(=O)(=O)c1cc(NC(=O)C(=O)c2c(-c3ccccc3)cc3ccccn23)ccc1C	7	4%	-4%	8%	-7	2%	16µM*	-18	-5%	2
CN1CCN(C(=O)c2ccccc2NC(=O)c2ccc(C(C)(C)C)cc2)CC1	17	-8%	-2%	-3%	/	-2%	17%	19	1%	4
CCN(C(=O)CSc1nnc(Nc2ccccc2C)s1)C1CCS(=O)(=O)C1 (stereo not drawn)	5	-9%[46.1 µM]	1%	-3%	4	8%	-19%	-2	3%	-4
Cc1cc(C)c2c(c1)cc(C)c1nnc(SCC(=O)Nc3cc(C)on3)n12	-2	-3%	3%	0%	11	-1%	?	0	-2%	0
c1ccc(Cn2ncc3c(N4CCCCC4)ncnc32)cc1	5	1%	5%	4%	-8	7%	2%	-3	4%	1

Exported with bars between the fields: entries from further up
SMILES | KCNH2 WT inh | TCR act | A-T KAP1 phos | Mito fusion act | KCNH2 3.1 inh | Eya2 inh | ELG1 repair inh | TSHR antag | USP2a block | TRPV1 ag
CN1CCN(C(=O)c2ccccc2NC(=O)c2ccc(C(C)(C)C)cc2)CC1 | 17 | -8% | -2% | -3% | / | -2% | 17% | 19 | 1% | 4
c1ccc(Cn2ncc3c(N4CCCCC4)ncnc32)cc1 | 5 | 1% | 5% | 4% | -8 | 7% | 2% | -3 | 4% | 1
O=S(=O)(Nc1cccc(CCc2ccccn2)c1)c1ccc(Cl)cc1 | -2 | -2% | 1% | ? | -8 | -3% | ? | -5 | 4% | -1
CCN(C(=O)CSc1nnc(Nc2ccccc2C)s1)C1CCS(=O)(=O)C1 (stereo not drawn) | 5 | -9%[46.1 µM] | 1% | -3% | 4 | 8% | -19% | -2 | 3% | -4

The results go on.
SMILES	KCNH2 WT inh	TCR act	A-T KAP1 phos	Mito fusion act	KCNH2 3.1 inh	Eya2 inh	ELG1 repair inh	TSHR antag	USP2a block	TRPV1 ag
CCOc1ccc(C2OC34CCCCC3C(C#N)(C#N)C2(C#N)C(=N)O4)cc1OC (stereo not drawn)	7	-4%	4%	2%	9	10%	-2%	17	15%	1
Nc1nc(NC(=O)/C=C/c2ccccc2)nn1-c1ccccc1	0	2%[46.1 µM]	-4%	0%	-15	10%	-3%	3	0%	-3
O=C(Cc1ccc(Br)cc1)NCCN1CCOCC1	-1	6%	-16%	-1%	-11	-28%	4%	-7	0%	-1
N#Cc1c(-c2cccc([N+](=O)[O-])c2)nc2n(c1=O)CCS2	-3	2%	-11%	-12%	10	4%	-3%	-5	3%	1
CSc1ccc(S(=O)(=O)N2CCN(Cc3ccc4c(c3)OCO4)CC2)cc1	9	1%[46.1 µM]	10%	?	4	-4%	2%	-9	2%	14
Cc1cc(-c2nn(-c3ccccc3F)cc2CN2CCC(O)CC2)c(C)s1	-10	1%	5%	-7%	3	2%	2%	-2	2%	22
O=C(COC(=O)CC1CC2CCC1C2)Nc1ccc(F)cc1Cl (stereo not drawn)	-9	/	6%	/	-1	-22%	17%	3	4%	/
Cc1nc2ccc(S(=O)(=O)NCC(=O)N(C)Cc3ccco3)cc2s1	-3	0%	-5%	-3%	-4	-3%	?	1	3%	3
COc1ccc(NC(=O)Cn2c(=O)sc3ccccc32)c(OC)c1	6	2%	14%	8%	-2	-2%	2%	15	0%	/
O=C(NCc1ccco1)C1CCC(N2C(=O)C3C4CCC(C4)C3C2=O)CC1 (stereo not drawn)	6	5%	0%	3%	13	-2%	8%	22	2%	2
Cc1c(NC(=O)CSc2nc3ccccc3n2C)c(=O)n(-c2ccccc2)n1C	6	2%	5%	8%	-2	-1%	?	1	6%	-1
Cc1nc2cc(NC(=O)N3CCCCC3)ccc2n1C	-8	3%[46.1 µM]	0%	-2%	-2	8%	?	1	4%	-5
O=P(O)(c1ccc(Cl)cc1)c1ccc(Cl)cc1	-14	-12%	-3%	0%	5	-2%	-3%	-10	-1%	1
N=C1S/C(=C\c2ccccc2)C(=O)N1c1ccc(F)cc1	/	0%[46.1 µM]	3%	1%	12	-4%	21%	13	-8%	2
O=C(COc1cccc2cccnc12)N/N=C/c1ccc(O)cc1	2	-2%	-5%	6%	5	3%	15%	1	11%	0
Cc1ccc(C(=O)OCC(=O)Nc2ncc(C(F)(F)F)cc2Cl)cc1NC(=O)c1ccco1	13	4%	/	-7%	0	-5%	7%	4	-1%	-2
CCc1nc(SCC(=O)c2cccc([N+](=O)[O-])c2)n[nH]1	6	-8%[46.1 µM]	-4%	3%	0	3%	2%	20	2%	0
COc1ccc(NC(=O)c2ccc(C)o2)c([N+](=O)[O-])c1	-2	-3%[46.1 µM]	-2%	-4%	16	-27%	?	5	-2%	-1
c1ccc(-c2nnc(OCc3cccnc3)c3ccccc23)cc1	-3	-1%	-1%	15%	5	10%	10%	-6	1%	6
O=c1cccc2n1Cc1cc3ccccc3nc1-2	6	-14%	5%	0%	7	3%	?	-4	0%	-1
COc1cc2c(cc1OC)C(Nn1cnnc1)=NC1(CCCC1)C2	-2	-1%	-12%	-3%	18	-29%	?	15	3%	-1
CCOC(=O)COc1ccc2c(c1)c(C(=O)OCC)c(C)n2CC	6	-1%	0%	12%	-3	-29%	?	-3	1%	30
COc1ccc(NC(=S)NC(=O)/C=C/c2ccco2)cc1	-5	0%	4%	-8%	-3	-8%	-4%	?	?	-2
C=CCNC(=S)NNC(=O)c1ccc(Br)o1	-2	0%	5%	-5%	-6	2%	2%	5	3%	-1
O=C(CSc1ccc2nnc(-c3cccc(F)c3)n2n1)NCC1CCCO1 (stereo not drawn)	5	1%	-3%	0%	0	26%	17%	2	1%	0
CC1(C)CC(NC(=O)C23CCC(C)(/C(=N/O)C2)C3(C)C)CC(C)(C)N1 (stereo not drawn)	-5	-5%	4%	-2%	/	-3%	3%	11	0%	-2
CCCN1C(=O)CC(=O)N=C1SCC(=O)Nc1ccccc1F	-8	/	8%	/	6	-6%	13%	/	2%	/
C/C(=N\NC(=O)c1ccccc1OCc1ccc(F)cc1)c1ccccn1	-24	-1%	8%	30%	-14	-3%	?	-16	1%	?
O=C(NCCC1CCCCN1S(=O)(=O)c1ccc(Cl)cc1)C(=O)NCc1ccco1 (stereo not drawn)	-2	2%	5%	16%	1	2%	?	12	-1%	-5
O=C(CN1CCCc2ccccc21)NCCc1ccc(F)cc1	-5	-1%	9%	-11%	2	10%	0%	7	-1%	-11
